Screens: PubChem, several laboratories
MCL1 BIM primary: inhibitors of human MCL1 binding to BIM-BH3 peptide; inhibition, % at 10.9 µM; GST-MCL1 / FITC-Bim-BH3 fluorescence polarization; actives 0.68% (n = 320,000);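 active = inhibition above the mean inhibition of all tested compounds plus 3 SD, set per campaign, cut at about 40% in these data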;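 also: 0% = DMSO wells and 100% = unlabeled Bim-BH3 peptide control; higher means more loss of mP so more displacement of Bim peptide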
Target sequence (Q07820 whole entry, looked up): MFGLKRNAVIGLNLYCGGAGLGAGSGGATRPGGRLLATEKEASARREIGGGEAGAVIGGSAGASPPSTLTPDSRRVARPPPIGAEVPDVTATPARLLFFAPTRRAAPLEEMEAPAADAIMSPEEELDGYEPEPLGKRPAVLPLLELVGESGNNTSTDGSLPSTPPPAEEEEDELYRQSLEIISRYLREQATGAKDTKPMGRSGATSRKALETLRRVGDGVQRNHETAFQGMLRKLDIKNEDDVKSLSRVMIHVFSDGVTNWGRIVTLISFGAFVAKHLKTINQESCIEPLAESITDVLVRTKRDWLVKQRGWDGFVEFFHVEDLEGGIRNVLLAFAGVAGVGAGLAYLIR
CIT2 TOR yeast: yeast TOR pathway CIT2-GFP modulation. GFP response vs DMSO, % at 10 µM. actives 0.065% (n = 320,000). S. cerevisiae CIT2-GFP strain, flow cytometry, 3 h; 100 means same as DMSO wells;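 active = GFP response relative to DMSO above a set limit, near the screen mean plus 3 SD, cut at about 150% in these data; inconclusive = Fewer than 70 cells measured for a yeast strain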;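 also: ratio of well median GFP fluorescence to mean of DMSO wells on the plate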
BCLXL inh: Bcl-xL (human) inhibition | Q07817 | GST-Bcl-xL / FITC-Bim BH3 peptide fluorescence polarization | inhibition, % at 10.9 µM | actives 0.7% (n = 320,000) | AID 2129;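 active = inhibition above the mean of all tested compounds plus 3 SD, cutoff set per campaign, cut at about 30% in these data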;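 also: 0% = DMSO wells and 100% = unlabeled Bim-BH3 peptide competitor; inhibitors lower millipolarization by displacing the labeled peptide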
Target sequence (Q07817 whole entry, looked up): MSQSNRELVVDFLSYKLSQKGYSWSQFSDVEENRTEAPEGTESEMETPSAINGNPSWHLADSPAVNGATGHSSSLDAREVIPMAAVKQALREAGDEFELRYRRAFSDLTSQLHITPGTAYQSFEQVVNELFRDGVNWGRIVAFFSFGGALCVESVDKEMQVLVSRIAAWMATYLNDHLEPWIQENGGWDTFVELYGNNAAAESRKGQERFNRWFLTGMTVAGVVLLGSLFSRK
VLA-4 inh: inhibition in a human VLA-4 binding assay; VLA-4 expressing cells, ligand binding flow cytometry; inhibition, % (about 7 µM as worked out from the volumes in the protocol); actives 0.2% (n = 330,000); AID 2557; in the data active = inhibition above about 50%
Fam108B counter: counter-screen for RBBP9 inhibitors: inhibitors of mouse Fam108B | recombinant Fam108B, FP-Rh probe fluorescence polarization | actives 0.33% (n = 300,000) | AID 1947 | inhibition, % at 9.51 µM;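 active = inhibition above the screen mean inhibition plus 3 SD, computed separately per campaign, cut at about 18% in these data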;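 also: inhibitors lower polarization as less probe binds the enzyme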
GLD-1 RNA inh: GLD-1-TGE RNA interaction inhibition (C. elegans); Q17339; purified GLD-1 + fluorescein TGE RNA, fluorescence polarization; inhibition, % at 5.96 µM; actives 0.44% (n = 320,000); AID 2280;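 active = percent inhibition above a per-plate cutoff, the plate mean of test compounds plus 3 SD, cut at about 30% in these data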;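 also: 0% = DMSO wells with GLD-1 and probe and 100% = wells lacking GLD-1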
MEX-5 binding: C. elegans MEX-5 TCR-2 RNA binding activity. AID 1832. activity score (negative = inhibition of binding), % at 10 µM. actives 0.38% (n = 300,000). MEX-5/FITC-TCR2 RNA binding, fluorescence polarization; hits give low values;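 active = inhibition past about -25% in most replicates, and total fluorescence under double the plate's negative control median, limit read from the data; inconclusive = replicates evenly split on the limit, or fluorescence at least double controls; inactive = too little inhibition in most replicates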;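 also: 0% = DMSO and -100% = 5 µM competing unlabeled TCR2 RNA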
Target sequence (Q9XUB2 whole entry, looked up): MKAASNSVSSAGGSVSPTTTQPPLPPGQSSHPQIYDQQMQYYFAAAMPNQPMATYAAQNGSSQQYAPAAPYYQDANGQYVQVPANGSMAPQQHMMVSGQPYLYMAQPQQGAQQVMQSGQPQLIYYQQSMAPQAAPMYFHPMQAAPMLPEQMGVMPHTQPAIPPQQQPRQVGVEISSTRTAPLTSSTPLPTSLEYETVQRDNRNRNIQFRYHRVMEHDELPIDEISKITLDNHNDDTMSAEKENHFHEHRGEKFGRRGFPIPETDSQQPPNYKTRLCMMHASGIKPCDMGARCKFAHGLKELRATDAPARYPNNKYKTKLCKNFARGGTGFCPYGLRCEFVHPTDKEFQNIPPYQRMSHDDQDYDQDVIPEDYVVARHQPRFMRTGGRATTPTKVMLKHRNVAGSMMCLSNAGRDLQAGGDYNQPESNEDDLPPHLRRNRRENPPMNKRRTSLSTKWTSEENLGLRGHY
GRK2 aptamer HTS: human GRK2 inhibition via aptamer displacement | AID 488847 | inhibition of aptamer binding, % at 10 µM | bead flow cytometry, FAM-aptamer displacement from GRK2 | actives 0.59% (n = 330,000);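 active = inhibition of aptamer binding above 40%, roughly 3 SD of noise, on plates passing a quality check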;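 also: median bead fluorescence of bound FAM aptamer so fluorescent compounds give negative values; no value below 0 was filed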
AGP1 TOR yeast: alters AGP1-GFP fluorescence in TOR pathway yeast screen | S. cerevisiae AGP1-GFP multiplex flow cytometry, 3 h; GFP as percent of DMSO wells | actives 0.02% (n = 320,000) | GFP response vs DMSO, % at 10 µM;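 active = GFP response relative to DMSO above a set limit, near screen average plus 3 SD, cut at about 150% in these data; inconclusive = fewer than 70 cells counted for the yeast strain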;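 also: median GFP channel fluorescence of the gated AGP1 strain per well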
Active calls of the source: *; ? = inconclusive; / = not tested or not shown; [ ] = dose if it differs, or a comment.

SMILES | MCL1 BIM primary | CIT2 TOR yeast | BCLXL inh | VLA-4 inh | Fam108B counter | GLD-1 RNA inh | MEX-5 binding | GRK2 aptamer HTS | AGP1 TOR yeast
CCCc1nnc(SCC(=O)N2CCCCC2C)n1CC1CCCO1 (centres undefined) | 2 | 102 | 0 | 1 | 0 | -1 | 0.4 | 0 | 106
CSCC(C)N1CCC(CO)(CCCc2ccccc2)CC1 (centres undefined) | 6 | 90 | 6 | 9 | -1 | -5 | 1.6 | 0 | 98
CCOc1ccc(/C=C2/C(=O)N(c3ccc(OC)cc3)C(=S)N2CC(=O)OC)cc1OCC | -1 | 93 | 0 | 2 | -1 | 3 | -23 | 5 | /
COc1ccc(NC(=O)CSc2n[nH]c(N)n2)cc1OC | -5 | 96 | -9 | 6 | -2 | 9 | -1.1 | 1 | 96
Cc1ccc(S(=O)(=O)N(C)C)cc1NC(=S)NCCc1ccccn1 | 0 | 98 | 1 | -2 | -1 | -1 | 3.4 | 0 | 91
CCOc1ccc(CCNC(=O)CCc2nnc3ccc(N4CCOCC4)nn23)cc1 | 5 | 102 | 5 | 5 | 3 | 1 | -3.4 | 3 | 110
CCCNCC(O)COc1ccccc1C(=O)CCc1ccccc1 (centres undefined) | 0 | 92 | 5 | 24 | -2 | -13 | 0.4 | 0 | 95
Nc1ncnc2oc(-c3ccco3)c(-c3ccco3)c12 | 95* | 96 | 36* | -5 | 16 | 8 | -18 | 22 | 87
CC(=O)OC(Cn1ccnc1)c1ccccc1 (centres undefined) | -1 | 122 | 7 | 8 | -1 | 5 | 0.1 | 0 | 111
COc1ccc(NC(=O)c2cc(S(=O)(=O)N(Cc3ccccc3)c3ccccc3)ccc2Cl)cn1 | 19 | 95 | 24 | 17 | -15 | 16 | 4.6 | 1 | 99
CN1CCC(N(C)C(=O)Cc2ccccc2[N+](=O)[O-])CC1 | -3 | 114 | -1 | 24 | 1 | 1 | -1.2 | 0 | 110
CC(OC(=O)c1oc2ccccc2c1COc1ccccc1)C(N)=O (centres undefined) | 0 | 97 | 1 | 16 | -2 | 6 | 0.2 | 2 | 96
CNC(=O)CCCc1nc(-c2ccccc2Cl)no1 | -13 | 91 | -3 | 16 | -5 | -1 | 0.6 | 3 | 101
CC(/C=C/c1cccc([N+](=O)[O-])c1)=N/NC(=O)c1cccnc1 | 4 | 107 | 2 | 2 | 4 | 2 | -4.5 | 1 | 97
O=C(NCc1ccc(F)cc1)C1CCCN(C(=O)NCc2ccccc2)C1 (centres undefined) | 9 | 109 | 5 | -4 | 3 | 6 | -0.2 | 0 | 106
CC1SC(c2ccc(F)cc2)N(CCc2ccccc2)C1=O (centres undefined) | -7 | 88 | 1 | 5 | 2 | -10 | 1.2 | 0 | 95
CCOC(=O)C1(Cc2ccccc2)CCN(Cc2cccc3nccnc23)CC1 | 6 | 105 | 1 | 6 | -2 | 7 | -1.5 | 4 | 103
NC(=O)[C@@H]1CCCN1Cc1nc(Cc2ccccc2F)no1 | -3 | 99 | 0 | -8 | 0 | -9 | -4.1 | 0 | 101
Cc1ccc(OCC(O)CN2CCOCC2)c(C)c1 (centres undefined) | 14 | 109 | 4 | 8 | 1 | 0 | 1.1 | 0 | 105
C=CC#CC1(O)CC(C)[N+](C)(C)CC1C (centres undefined) | -16 | 100 | -8 | 23 | -2 | -1 | 0.5 | 0 | 100
O=C(CNS(=O)(=O)c1ccc(Br)cc1Cl)OCC(=O)N1CCCC1=O | -7 | 89 | -5 | 17 | / | -2 | / | 1 | 93
COC(=O)Nc1sc2c(c1C(N)=O)CCC(C)C2 (centres undefined) | 3 | 88 | 3 | 0 | -7 | -3 | 0.4 | 2 | 97
COC(=O)c1ccc2c(=O)n(-c3ccccc3)c(SCN3C(=O)c4ccccc4C3=O)nc2c1 | 6 | 101 | -1 | 6 | -8 | 5 | 3.3 | 0 | 103
Cc1ccc(SC[C@H](C)CN2CC[C@H](C(C)(C)C)CCC2=O)cc1 | -1 | 101 | 1 | 18 | 0 | 6 | -3.7 | 0 | 105
CCCCCCCN1C=CC(=O)CC1 | -16 | / | -4 | / | -7 | 3 | 4.8 | / | /
Cc1ccc(NCCC(=O)c2ccc(Cl)cc2)cc1 | 7 | 84 | 5 | 1 | 1 | 4 | 2.9 | 0 | /
CO/N=C(/C)CCS(=O)(=O)c1ccccc1 | -4 | 92 | 6 | 2 | 0 | 4 | 1.7 | 0 | 95
O=C(OCC(=O)N1CCCc2ccccc21)c1ccc(Br)o1 | -6 | 100 | -2 | 21 | -2 | 0 | 0.6 | 2 | 104
COc1ccc(NC(=O)CN(C)C(=O)c2cccc(Oc3ccccc3)c2)cc1 | -2 | 90 | 0 | 2 | / | -1 | / | 0 | 98
Cc1ccccc1NC(=S)c1nc2ccccc2[nH]1 | 2 | 79 | 0 | -7 | 0 | 7 | -1.8 | 2 | 89
COc1ccccc1N1CCN(CC(=O)Nc2ccc(C)c(F)c2)CC1 | 1 | 118 | 3 | 7 | 0 | -3 | / | 1 | 111
Cc1cc(C)n2nc(C(=O)N/N=C/c3ccc(Cl)cc3)nc2n1 | -5 | 94 | -1 | 20 | 2 | 6 | -0.9 | 0 | 96
CNC(=O)CSc1nnc(CCc2ccccc2)n1-c1ccccc1 | -6 | 96 | -1 | 6 | 1 | 0 | -0.1 | 1 | 103
CCC1(CC)Cc2ccccc2-c2[nH]c(=S)[nH]c(=O)c21 | 6 | 92 | 10 | 8 | 1 | -4 | 1.8 | 0 | 99
CCn1nc(C)c(NC(=O)CSc2nnc(-c3ccco3)n2C)c1C | 1 | 113 | 7 | 10 | 1 | -6 | 0.8 | 0 | 105
O=C(c1ccc(-c2ccc([N+](=O)[O-])cc2Cl)o1)N1CCOCC1 | 8 | 93 | 3 | -2 | 0 | 6 | -2.1 | 6 | 97
Cc1cc(NC(=O)CSc2ncnc3c2cnn3-c2cccc(Cl)c2)no1 | -1 | 90 | -1 | 19 | 2 | -17 | 2.6 | 2 | 94
COc1ccc(NC(=O)Nc2ccccc2C)c(OC)c1 | 3 | 101 | 2 | 12 | 1 | 2 | 0.2 | 2 | 102
Cc1cc(=O)n2nc(N3CCCC(C(=O)NCc4ccc(F)cc4)C3)sc2n1 (centres undefined) | -1 | 104 | 4 | -2 | -1 | 1 | -0.6 | 0 | 110
CC(=O)N1N=C(c2ccc(C)o2)CC1c1ccc(Br)cc1 (centres undefined) | 1 | 106 | 1 | 8 | 1 | 6 | -0.8 | 0 | /

Next part; it opens with the 2 that closed the last part.
SMILES | MCL1 BIM primary | CIT2 TOR yeast | BCLXL inh | VLA-4 inh | Fam108B counter | GLD-1 RNA inh | MEX-5 binding | GRK2 aptamer HTS | AGP1 TOR yeast
Cc1cc(=O)n2nc(N3CCCC(C(=O)NCc4ccc(F)cc4)C3)sc2n1 (centres undefined) | -1 | 104 | 4 | -2 | -1 | 1 | -0.6 | 0 | 110
CC(=O)N1N=C(c2ccc(C)o2)CC1c1ccc(Br)cc1 (centres undefined) | 1 | 106 | 1 | 8 | 1 | 6 | -0.8 | 0 | /
Cc1ccc(-c2c[n+](CC(=O)N3c4ccccc4Sc4ccccc43)c3n2CCC3)cc1 | -2 | 88 | -3 | 5 | -1 | 5 | 0.3 | 0 | 116
O=C(O)CCCn1cc(NC(=O)COc2ccccc2F)cn1 | -3 | 101 | 1 | -3 | -5 | 4 | -0.4 | 1 | 98
CCOC(=O)c1c(C)[nH]c(C(=O)COC(=O)c2ccc(N3CCCC3=O)cc2)c1C | 3 | 103 | 9 | 4 | -2 | 2 | 0.5 | 0 | 104
O=C(NCc1ccccc1CN1CCCC1)c1cc2ccccc2o1 | 7 | 91 | 7 | 3 | / | 2 | / | 0 | 102
COc1ccc(C(C)=O)cc1CSc1nc2nc(C)cc(C)n2n1 | 0 | 102 | 1 | 0 | -3 | -6 | 1.4 | 1 | 100
COc1ccc(CCN(C)CC(O)c2ccccc2)cc1OC (centres undefined) | -2 | 100 | 1 | -9 | -1 | 5 | 1.5 | 0 | 104
Cn1c(=O)c2c(nc(N/N=C/c3ccc(OC(=O)c4ccco4)cc3)n2Cc2ccccc2Cl)n(C)c1=O | 2 | 102 | -2 | -8 | -2 | 3 | 0.4 | 0 | 98
CC1=Nc2cc(C(=O)N3CCCC3)ccc2Sc2c(C)ccc(C)c21 | 8 | 106 | 7 | 13 | 3 | -2 | 0.7 | 2 | 100
COc1c(C)cccc1C(=O)Nc1ccc(OCC(=O)N2CCOCC2)cc1C | 2 | 105 | 4 | 9 | 0 | -7 | -1.5 | 2 | 103
CCOC(=O)Cc1csc(NC(=O)Nc2ccc(C)cc2)n1 | 3 | 92 | -1 | 7 | -2 | -3 | 1.8 | 0 | 100
COc1ccccc1NC(=S)NC(C)=O | 5 | 82 | 9 | 16 | -2 | -2 | 0.0 | 6 | 95
CCOc1ccc(-n2c(SCC(=O)NCc3ccco3)nc3c([nH]c4ccccc43)c2=O)cc1 | 5 | 93 | 4 | 20 | -4 | 6 | 1.3 | 0 | 103
Cc1ccccc1NC(=O)c1c2c(nc3ccccc13)CCC2 | -4 | 96 | 1 | 9 | -2 | 4 | -0.3 | 3 | 99
O=C(CNS(=O)(=O)c1ccc(F)cc1)N1CCN(c2ccccc2)CC1 | 0 | 99 | 3 | 12 | 0 | 2 | -1.9 | 1 | 98
CCOc1ccc(N2CC(C(=O)Nc3cc(C)on3)CC2=O)cc1 (centres undefined) | 10 | 88 | 3 | 31 | 3 | 3 | 2.1 | 1 | 83
CC(=O)Nc1ccc(C(=O)N2CC(=O)NC(=O)C2)cc1 | 0 | ? | 2 | 21 | 0 | 9 | 0.4 | 0 | 24[may fluoresce violet]
COC(=O)c1ccccc1NC(=O)CN1CCC(NC(=O)c2ccc(C)cc2)CC1 | -7 | 91 | -3 | 10 | -4 | 3 | 2.4 | 0 | 98
Cc1csc(NC(=O)CSc2nnc(CCNC(=O)c3cccs3)n2C)n1 | 4 | 90 | 0 | 1 | 4 | -5 | -1.4 | 0 | 99
CCOC(=O)C1(Cc2ccccc2)CCCN(C(=O)c2ccc(-n3ccnc3)cc2)C1 (centres undefined) | -1 | 109 | 2 | 0 | -2 | 7 | 2.8 | 0 | 88
N#Cc1cccc(S(=O)(=O)N2CCN(c3ccnc4cc(Cl)ccc34)CC2)c1 | 8 | 93 | 0 | -9 | -3 | 5 | -3.5 | 0 | 96
Cc1noc(C)c1CSc1nnc2scc(-c3ccccc3)n12 | 1 | 102 | -5 | 13 | 2 | -11 | -2.0 | 10 | 103
COc1ccc(-c2nc(CS(=O)CC(=O)NC3CCCCC3C)c(C)o2)cc1OC (centres undefined) | 7 | 110 | 5 | 9 | -1 | -3 | 0.0 | 6 | 105
CC(C)(C)NC(=O)Nc1ccc(F)c(Cl)c1 | 4 | 98 | 9 | -6 | 3 | 3 | -0.9 | 3 | 99
Fc1ccc(/C=N/NC2=Nc3cccc4cccc2c34)cc1 | -11 | 84 | -1 | -83 | -1 | -4 | -5.4 | 0 | 92
NC(=O)c1c(NC(=O)Cn2nc(C(=O)O)c3ccccc3c2=O)sc2c1CCC2 | -16 | 88 | -1 | 0 | -8 | 0 | -0.4 | 4 | 101
CN(C)C(CNC(=O)Cc1ccc([N+](=O)[O-])cc1)c1ccccc1 (centres undefined) | -3 | 102 | 1 | -1 | 1 | 3 | / | 0 | 97
